E coli RNAP: inhibitors of Escherichia coli RNA polymerase. P0A8V2. E. coli RNA polymerase, fluorescence transcription assay. inhibition, %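 (tested at 10 µM)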. 62,000 compounds, 0.2% hits. AID 559; in the data active means inhibition above about 20%;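 further: 0% = enzyme without compound and 100% = no enzyme blank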
M1 ag: activates the M1 muscarinic receptor; CHO-M1 cells, Fluo-4 calcium fluorescence, agonist mode; hits give high values; B-score at 10 µM; 64,000 compounds, 3% hits;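 active means fluorescence rise, raw or as B-score row- and column-corrected plate score, outside the 99.7% band of its plate's samples, either direction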
SF-1 act: activates the human nuclear receptor SF-1. activation, % at 10 µM. CHO-K1 Gal4-SF-1 LBD luciferase reporter; % increase over DMSO SF-1-specific signal. AID 522. 65,000 compounds, 1.9% hits. Q13285;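 active means activation above the mean activation of all tested compounds plus 3 SD, cut at about 50% in these data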
Target sequence (Q13285 whole entry, looked up, the tested form may be a part): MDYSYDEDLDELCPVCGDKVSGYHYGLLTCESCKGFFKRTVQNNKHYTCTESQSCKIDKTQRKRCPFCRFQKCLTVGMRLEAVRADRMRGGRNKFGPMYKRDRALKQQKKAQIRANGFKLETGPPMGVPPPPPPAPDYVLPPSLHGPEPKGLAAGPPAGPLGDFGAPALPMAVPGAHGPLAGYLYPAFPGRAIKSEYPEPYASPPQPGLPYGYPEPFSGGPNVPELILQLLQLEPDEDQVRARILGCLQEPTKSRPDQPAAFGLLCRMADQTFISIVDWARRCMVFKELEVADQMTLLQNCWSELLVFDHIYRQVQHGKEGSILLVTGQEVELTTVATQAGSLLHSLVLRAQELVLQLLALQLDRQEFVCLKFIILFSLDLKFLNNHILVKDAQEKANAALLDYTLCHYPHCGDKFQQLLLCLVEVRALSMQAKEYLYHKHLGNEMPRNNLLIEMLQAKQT
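Assay system: CHO-K1 cells co-transfected with Gal4 DBD–human SF-1 LBD, 5xGal4 luciferase reporter; doses: 10 µM only; incubation: 20 h compound exposure at 37 °C after 1 h cell settling; signal: luciferase light emission; evaluation: percent activation versus DMSO; repeats: one test per compound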
Autofluor 339: intrinsic fluorescence of library compounds, ex339/em460 – biochemical, MLSMR library, data from DPM-DC assay, artefact control, profiling panel; compound autofluorescence, ex339/em460 nm, NADH buffer; hits give high values; 1 = no-compound wells, NADH background; 65,000 compounds, 5.5% hits; fluorescence fold increase at 10 µM;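 active means at 10 µM, mean starting fluorescence two-fold or more over control wells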;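 further: signal is the first read of a kinetic run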
RORA act: activators of human nuclear receptor RORA; 65,000 compounds, 1.5% hits; P35398; activation, % at 10 µM; CHO-K1 Gal4-RORA LBD luciferase reporter, luminescence; percent increase over mock-subtracted basal signal;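 active means activation above the mean of all tested compounds plus 3 SD, cut at about 49% in these data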;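 further: 0% = DMSO-treated RORA cells and 100% = added signal equal to DMSO minus mock-transfected cells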
M1 antagonist: blocks the rat M1 muscarinic receptor response to acetylcholine | B-score at 10 µM | P08482 | AID 628 | CHO-M1 cells, Fluo-4 calcium, ACh EC80 antagonist mode; hits give low values | 64,000 compounds, 3.4% hits;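 active means calcium fluorescence response, raw or row-and-column corrected B-score, differing from the plate sample mean either way at a set confidence level, mostly lower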
Target sequence (P08482 whole entry, looked up): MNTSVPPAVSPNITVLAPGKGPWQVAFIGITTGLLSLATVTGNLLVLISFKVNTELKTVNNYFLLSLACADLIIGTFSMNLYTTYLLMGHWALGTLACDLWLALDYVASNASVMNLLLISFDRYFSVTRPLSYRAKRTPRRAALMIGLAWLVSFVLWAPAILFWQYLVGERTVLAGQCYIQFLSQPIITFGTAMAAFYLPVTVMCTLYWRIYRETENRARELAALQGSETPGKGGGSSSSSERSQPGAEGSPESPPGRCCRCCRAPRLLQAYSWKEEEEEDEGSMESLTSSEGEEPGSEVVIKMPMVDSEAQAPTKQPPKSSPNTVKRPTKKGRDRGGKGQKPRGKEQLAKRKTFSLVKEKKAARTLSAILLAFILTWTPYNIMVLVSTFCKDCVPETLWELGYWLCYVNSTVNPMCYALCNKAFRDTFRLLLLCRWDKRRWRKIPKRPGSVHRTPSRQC
NADH coupling: inhibition of NAD/NADH coupling enzymes, library profiling; IC50, µM (top dose mostly 10 µM), without a hit: top-dose inhibition; 65,000 compounds, 0.02% hits; coupled PK/LDH NADH assays, four targets;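 active means single-dose screening hits from any of four coupled enzyme assays that gave an IC50 when retested across doses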;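 further: the DPM-DC format reads NADH fluorescence rather than 340 nm absorbance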
Ecoli tolC: blocks growth of E. coli BW25113 tolC mutant. 65,000 compounds, 2.2% hits. OD615. growth inhibition, % at 10 µM (by protocol);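 active means growth inhibition at or above a cutoff equal to the mean over every tested compound plus 3 SD, cut at about 60% in these data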;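 further: growth measured after 20 h incubation at 37 °C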
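System: E. coli ΔtolC::kan strain BW25113; Buffer or medium: LB broth supplemented with 50 µg/mL kanamycin; Compound: 10 µM final, single dose; Incubation: bacterial growth with compound for 20 h at 37 °C; Signal: A615 absorbance measurement; Evaluation: growth inhibition in percent.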
TNAP act mid DEA: activates human TNAP at intermediate phosphate acceptor concentration; AID 813; activation factor at 20 µM; 64,000 tested, under 10 active; P05186; purified TNAP, CDP-star luminescence, 100 mM DEA, 30 min; hits give high values; scale: 0 levamisole-inhibited, 1 vehicle-only enzyme;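 active means activation factor of at least 2 at 20 µM, relative to controls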
Starred values were filed as active, the others as inactive; / = not tested or not shown; [ ] = another dose, or the depositor's remark.

cpd	molecule	E coli RNAP	M1 ag	SF-1 act	Autofluor 339	RORA act	M1 antagonist	NADH coupling	Ecoli tolC	TNAP act mid DEA
1	COc1ccc(CCN2C(=O)c3[nH]nc(-c4ccccc4O)c3C2c2cccc(O)c2)cc1OC (stereo not drawn)	5.7	-0.143	2.3	1.14	-26.0	-0.647	3.0%	50.0	1.3
2	Nc1nnnn1/N=C/c1cccc(Oc2ccccc2)c1	-17.4	0.601	-0.6	1.09	-1.2	-0.132	2.0%	18.5	1
3	CC1(C)CNC(=O)c2sc(NC(=O)CN3CCOCC3)nc2C1	5.0	1.39	16.0	1.1	-1.7	0.308	11.0%	-18.3	1
4	N#Cc1c(-c2ccco2)cc(C2CC2)nc1SCC(=O)c1ccccc1	6.6	-0.115	18.3	1.07	0.6	0.0652	10.0%	-29.6	0.9
5	CCOC(=O)c1sc(NC(=O)COC(=O)Cn2cnc3ccccc32)c(C(=O)OCC)c1C	0.6	0.647	-5.7	1	-6.5	-0.0985	5.0%	-2.6	0.9
6	COc1cc2nc(NC(=O)c3ccccc3)[nH]c(=O)c2cc1OC	4.3	0.675	6.0	1.09	1.9	-0.491	9.0%	-19.3	0.9
7	CC(C)(C)c1cc(CN(CCO)CCO)cc(C(C)(C)C)c1O	10.1	0.128	-4.6	1.1	-6.8	-0.716	8.0%	7.4	0.9
8	CCOC(=O)C1CCN(C(=O)CCCCn2c(=O)[nH]c3ccccc3c2=O)CC1	-12.4	0.58	3.4	1.05	6.4	0.564	3.0%	-6.1	0.9
9	O=S(=O)(c1ccc2c(c1)OCCO2)N1CCC(n2nnc3cc(C(F)(F)F)ccc32)CC1	9.0	0.175	-4.8	1.07	1.7	-0.241	8.0%	24.5	0.9
10	Cn1cnnc1SCC(=O)N1c2ccccc2-c2c(ssc2=S)C1(C)C	6.5	0.14	-3.1	1.02	4.3	-1.95*	6.0%	-2.5	0.9
11	CCCC(=O)Nc1cccc(-c2cn3ccsc3n2)c1	1.6	-2.92*	45.8	1.09	15.9	0.109	6.0%	-0.6	0.9
12	CC(=O)N1CCC(C(=O)Nc2nc(-c3ccccc3)ns2)CC1	/	-0.779	-1.6	1.06	10.8	0.596	4.0%	6.5	/
13	CN1C(=O)c2ccc(N(C)C)cc2C1=O	/	4.48	3.8	1.06	4.3	0.00814	0.0%	-0.8	0.8
14	C=CCSc1nnc(-c2c[nH]c3ccccc23)n1CC	3.2	-0.587	13.7	1.12	1.3	-0.747	5.0%	-7.2	0.9
15	O=C(Nc1ccc(-c2cn3ccsc3n2)cc1)C1COc2ccccc2O1 (stereo not drawn)	8.0	-0.601	57.1*	1.02	17.3	-0.229	7.0%	41.4	0.9
16	COc1ccc(CNC(=O)[C@H](C)NC(=O)C2CCN(S(=O)(=O)c3ccc(C)cc3)CC2)cc1	/	0.264	1.1	1.05	-12.9	0.45	0.0%	16.4	1
17	Cc1cccc(NC(=O)COc2ccccc2)c1	6.5	-0.133	2.3	1.05	-7.9	0.297	5.0%	-0.6	0.9
18	CC(CNC(=O)C1CCCCC1)NC(=O)C1CCCCC1 (stereo not drawn)	8.7	0.843	1.8	1.11	1.9	0.261	6.0%	-9.0	1
19	CCCc1c(C(=O)OCC)[nH]c2c1C(=O)CCC2	2.1	-0.105	-7.1	1.12	10.9	-1.09	3.0%	46.2	0.9
20	CCCCCCN1CC(O)=C(c2nc3ccccc3[nH]2)C1=N	-5.5	0.0278	29.1	1.12	47.4	-0.581	4.0%	2.3	1
21	COCCOC(=O)C1=C(C)NC(=O)NC1c1cccs1 (stereo not drawn)	4.4	-0.175	-18.5	1.11	-18.0	0.126	2.0%	-13.6	1
22	CC(C)C(c1nnnn1C(C)(C)C)N1CCN(c2cccc(Cl)c2)CC1 (stereo not drawn)	4.5	0.679	-0.6	1.08	-14.0	1.12	7.0%	24.1	0.9
23	COC(=O)CSC1=NS(=O)(=O)c2ccccc21	11.8	0.0286	-5.2	1	-1.7	0.716	7.0%	-0.3	0.9
24	Cc1cccnc1Nc1nc(-c2ccc(O)cc2O)cs1	12.3	1.18	51.4*	1.07	-9.7	0.229	6.0%	100.0*	1
25	CC(C)C(c1nnnn1Cc1ccccc1)N(CCCO)Cc1cc2cc3c(cc2[nH]c1=O)OCO3 (stereo not drawn)	-1.8	0.0385	2.9	1.83	7.0	0.546	2.0%	31.9	0.9
26	CCOC(=O)COc1cccc2c(=O)n(CC(=O)N3CCN(C(=O)OCC)CC3)ccc12	6.1	0.26	12.3	1.28	-2.2	-0.563	6.0%	-13.0	1
27	O=C(Oc1nsnc1N1CCCCC1)N1CCOCC1	/	0.017	-1.7	1.1	-6.0	0.56	4.0%	-15.0	/
28	COc1ccc2cc3cc(C(=O)NCC4COc5ccccc5O4)oc3nc2c1 (stereo not drawn)	-5.4	0.541	-0.4	5.01*	4.7	0.804	5.0%[fluoresces]	2.7	0.9
29	Fc1ccc(CNc2ncnc3c2cnn3-c2ccccc2)cc1	/	0.4	41.6	1.13	8.1	0.42	6.0%	-20.2	/
30	O=C1c2oc3ccc(Br)cc3c(=O)c2C(c2cccnc2)N1Cc1ccco1 (stereo not drawn)	/	0.175	-1.8	1.07	18.0	0.47	3.0%	-1.0	1

Of the compounds above, 2 have a thiophene ring, fused or not:
cpd	molecule	E coli RNAP	M1 ag	SF-1 act	Autofluor 339	RORA act	M1 antagonist	NADH coupling	Ecoli tolC	TNAP act mid DEA
5	CCOC(=O)c1sc(NC(=O)COC(=O)Cn2cnc3ccccc32)c(C(=O)OCC)c1C	0.6	0.647	-5.7	1	-6.5	-0.0985	5.0%	-2.6	0.9
21	COCCOC(=O)C1=C(C)NC(=O)NC1c1cccs1 (stereo not drawn)	4.4	-0.175	-18.5	1.11	-18.0	0.126	2.0%	-13.6	1

Next part
cpd	molecule	E coli RNAP	M1 ag	SF-1 act	Autofluor 339	RORA act	M1 antagonist	NADH coupling	Ecoli tolC	TNAP act mid DEA
31	O=c1c2cc(Cl)ccc2[nH]c(=S)n1Cc1ccco1	12.0	0.937	-7.4	1	4.7	-0.598	3.0%	-5.3	0.8
32	Cn1c(=O)c2c(nc(CN3CCCCC3)n2CCCc2ccccc2)n(C)c1=O	5.5	0.692	-2.5	1	-6.2	-0.131	3.0%	-7.5	0.8
33	Cc1ccc(-c2nnn(CC(=O)O)n2)cc1	5.4	-0.364	-6.6	1.12	0.9	-0.423	6.0%	-28.7	0.9
34	CCN(CC)CCNC(=O)Cn1cnc2sc(C)c(S(=O)(=O)N3CCOCC3)c2c1=O	6.1	0.781	-7.1	1.07	-9.6	-0.369	8.0%	-10.8	0.9
35	Cc1ccccc1NS(=O)(=O)c1ccc(OCC(=O)NCc2ccco2)cc1	12.5	-0.198	-7.3	1.08	-12.8	0.296	6.0%	10.2	0.9
36	CC1CCCCN1C(=O)Cn1nnc(-c2cccnc2)n1 (stereo not drawn)	10.2	-0.788	11.4	1.04	-5.3	-0.488	2.0%	-20.4	0.9
37	O=C(CCN1C(=O)c2ccccc2C1=O)Nc1ccc(-c2nc3ccccc3o2)cc1	5.2	-0.23	52.7*	1.24	50.1*	1.12	9.0%	16.1	1
38	COCc1[nH]nc2c1C1(C(=O)Nc3ccc(F)cc31)C(C#N)=C(N)O2 (stereo not drawn)	9.8	0.416	-7.3	1.11	-7.5	0.111	8.0%	-22.6	0.9
39	Nc1c(C(=O)Nc2ccc(Cl)cc2)oc2ccccc12	-6.5	0.0328	105.7*	2.12*	74.3*	0.401	11.0%[fluoresces]	-15.9	0.9
40	CC(=O)Nc1ccc2[nH]c3ccccc3c2c1	5.6	-0.816	-6.4	1.14	21.9	0.178	4.0%	-18.3	0.9
41	CCOC(=O)c1ccccc1NC(=O)c1c(F)c(F)c(F)c(F)c1F	7.2	1.13	-17.1	1.07	-10.3	-0.347	2.0%	65.0*	0.9
42	Cc1ccc2nc3c(cc(C(=O)NCCCn4ccnc4)n3C)c(=O)n2c1	/	-0.11	-7.2	3.93*	-3.3	-0.531	2.0%[fluoresces]	7.4	1.2
43	O=C(CC1C(=O)NCCN1C(=O)Nc1ccccc1)Nc1ccc2c(c1)OCO2 (stereo not drawn)	8.0	0.0319	-0.6	1.08	-29.0	-0.273	7.0%	-9.3	0.9
44	COc1ccccc1S(=O)(=O)Cc1ccc(C(=O)N2CCN(c3ccccn3)CC2)o1	8.6	1.33	-7.4	1	1.9	-0.418	3.0%	-6.1	0.9
45	CCOC(=O)CSc1nnc(Cn2nnc(-c3ccccc3)n2)n1C	1.6	0.778	-5.2	1.13	-15.4	0.347	4.0%	0.0	1
46	CCCNc1nc2c(c(=O)[nH]c(=O)n2C)n1Cc1cccc(Br)c1	7.9	0.0862	-2.7	1.08	-17.4	1.18	3.0%	-3.5	0.9
47	CCS(=O)(=O)N1CCCC(c2nc(-c3cccc(OC)c3)no2)C1 (stereo not drawn)	-1.5	-2.35	33.8	1.04	38.6	-0.718	3.0%	2.5	0.9
48	CCOc1ccc2c(C)nc(NC3=NC(C)(C)C=C(C)N3)nc2c1	9.1	2.9	-6.2	0.09	-10.2	-2.04	1.0%	2.4	0.9
49	Cc1ccccc1-c1ccc(Nc2ccc(N3CCOCC3)cc2)nn1	6.3	-0.274	31.0	1.09	13.7	0.328	2.0%	41.0	0.8
50	Cc1ccc(C2CC(=O)Nc3sc(C(N)=O)c(N)c32)cc1 (stereo not drawn)	7.5	0.463	-12.3	1.06	-13.6	-0.29	1.0%	5.4	1
51	CC(=O)N1CCc2cc(S(=O)(=O)CCC(=O)NCc3ccc4c(c3)OCO4)ccc21	-5.8	-0.48	1.1	1.06	7.6	0.0264	5.0%	-26.6	1
52	O=C(CCc1nc(-c2ccccc2F)no1)NCc1ccco1	8.2	-0.688	26.0	1.13	12.5	0.152	6.0%	8.5	0.9

Already shown: two of the compounds above.
cpd	molecule	E coli RNAP	M1 ag	SF-1 act	Autofluor 339	RORA act	M1 antagonist	NADH coupling	Ecoli tolC	TNAP act mid DEA
33	Cc1ccc(-c2nnn(CC(=O)O)n2)cc1	5.4	-0.364	-6.6	1.12	0.9	-0.423	6.0%	-28.7	0.9
34	CCN(CC)CCNC(=O)Cn1cnc2sc(C)c(S(=O)(=O)N3CCOCC3)c2c1=O	6.1	0.781	-7.1	1.07	-9.6	-0.369	8.0%	-10.8	0.9

Some of these compounds in order of molar mass, ascending.
cpd	molecule	E coli RNAP	M1 ag	SF-1 act	Autofluor 339	RORA act	M1 antagonist	NADH coupling	Ecoli tolC	TNAP act mid DEA
40	CC(=O)Nc1ccc2[nH]c3ccccc3c2c1	5.6	-0.816	-6.4	1.14	21.9	0.178	4.0%	-18.3	0.9
48	CCOc1ccc2c(C)nc(NC3=NC(C)(C)C=C(C)N3)nc2c1	9.1	2.9	-6.2	0.09	-10.2	-2.04	1.0%	2.4	0.9
47	CCS(=O)(=O)N1CCCC(c2nc(-c3cccc(OC)c3)no2)C1 (stereo not drawn)	-1.5	-2.35	33.8	1.04	38.6	-0.718	3.0%	2.5	0.9
42	Cc1ccc2nc3c(cc(C(=O)NCCCn4ccnc4)n3C)c(=O)n2c1	/	-0.11	-7.2	3.93*	-3.3	-0.531	2.0%[fluoresces]	7.4	1.2
